Source: PubChem BioAssay
CIT2 TOR yeast – yeast TOR pathway CIT2-GFP modulation; S. cerevisiae CIT2-GFP strain, flow cytometry, 3 h; 100 means same as DMSO wells; GFP response vs DMSO, % at 10 µM; 320,000 tested, 0.065% active; AID 2029;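 active means GFP response relative to DMSO above a set limit, near the screen mean plus 3 SD, cut at about 150% in these data; inconclusive means Fewer than 70 cells measured for a yeast strain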;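 further: ratio of well median GFP fluorescence to mean of DMSO wells on the plate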
CR mimetic SO – lowers age-related superoxide in aged yeast cells. S. cerevisiae aged cells, superoxide DHE fluorescence; hits give low values. superoxide response (% of plate mean), % at 10 µM. 330,000 tested, 0.18% active;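 active means superoxide response under a set limit, about three screen SD below normal, cut at about 65% in these data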;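 further: yeast aged for seven days with compound at 30 °C before DHE staining; 100% = average MFI of all compound-treated wells on the plate with controls excluded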
GRK2 aptamer HTS – blocks RNA aptamer binding to human GRK2. P25098. AID 488847. bead flow cytometry, FAM-aptamer displacement from GRK2. 330,000 tested, 0.59% active. inhibition of aptamer binding, % at 10 µM;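 active means inhibition of aptamer binding above 40%, roughly 3 SD of noise, on plates passing a quality check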;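 further: median bead fluorescence of bound FAM aptamer so fluorescent compounds give negative values; no value below 0 was filed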
RPL19A-GFP yeast – yeast TOR pathway RPL19A-GFP modulation. S. cerevisiae RPL19A-GFP strain, flow cytometry, 3 h; hits give low values. percent response vs DMSO, % at 10 µM. 330,000 tested, 0.3% active;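 active means percent response vs DMSO below 50%; inconclusive means fewer than 70 events counted for the yeast strain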;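 further: median channel GFP fluorescence of the barcoded RPL19A-GFP strain; ratio of sample median GFP to plate DMSO average so 100% = DMSO; lower means less RPL19A-GFP as with rapamycin TOR inhibition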
LAP4-GFP MLPCN – yeast TOR pathway LAP4-GFP modulation; S. cerevisiae LAP4-GFP multiplex, flow cytometry GFP, 3 h; median GFP as percent of DMSO wells; GFP response vs DMSO, % at 10 µM; 320,000 tested, 0.34% active;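 active means GFP response vs DMSO above a set limit, about the screen mean plus 3 SD, cut at about 150% in these data; inconclusive means under 70 cell events counted for the yeast strain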
AGP1-GFP MLPCN – yeast TOR pathway AGP1-GFP modulation | S. cerevisiae AGP1-GFP multiplex flow cytometry, 3 h; GFP as percent of DMSO wells | AID 2066 | GFP response vs DMSO, % at 10 µM | 320,000 tested, 0.02% active;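 active means GFP response relative to DMSO above a set limit, near screen average plus 3 SD, cut at about 150% in these data; inconclusive means fewer than 70 cells counted for the yeast strain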;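 further: median GFP channel fluorescence of the gated AGP1 strain per well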
MEP2-GFP yeast – alters MEP2-GFP fluorescence in TOR pathway yeast screen | 330,000 tested, 0.51% active | GFP response vs DMSO, % at 10 µM | S. cerevisiae MEP2-GFP strain, flow cytometry GFP, 3 h; 100% = DMSO control level | AID 2016;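 active means GFP response versus DMSO above a set limit, roughly screen mean plus 3 SD, cut at about 180% in these data; inconclusive means fewer than 70 cells counted for a yeast strain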;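 further: median GFP fluorescence of the barcode-gated MEP2-GFP cells per well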
VLA-4 inh – inhibition in a human VLA-4 binding assay; P13612; VLA-4 expressing cells, ligand binding flow cytometry; inhibition, % (about 7 µM as worked out from the volumes in the protocol); 330,000 tested, 0.2% active; in the data active means inhibition above about 50%
Target sequence (P13612 whole entry, looked up): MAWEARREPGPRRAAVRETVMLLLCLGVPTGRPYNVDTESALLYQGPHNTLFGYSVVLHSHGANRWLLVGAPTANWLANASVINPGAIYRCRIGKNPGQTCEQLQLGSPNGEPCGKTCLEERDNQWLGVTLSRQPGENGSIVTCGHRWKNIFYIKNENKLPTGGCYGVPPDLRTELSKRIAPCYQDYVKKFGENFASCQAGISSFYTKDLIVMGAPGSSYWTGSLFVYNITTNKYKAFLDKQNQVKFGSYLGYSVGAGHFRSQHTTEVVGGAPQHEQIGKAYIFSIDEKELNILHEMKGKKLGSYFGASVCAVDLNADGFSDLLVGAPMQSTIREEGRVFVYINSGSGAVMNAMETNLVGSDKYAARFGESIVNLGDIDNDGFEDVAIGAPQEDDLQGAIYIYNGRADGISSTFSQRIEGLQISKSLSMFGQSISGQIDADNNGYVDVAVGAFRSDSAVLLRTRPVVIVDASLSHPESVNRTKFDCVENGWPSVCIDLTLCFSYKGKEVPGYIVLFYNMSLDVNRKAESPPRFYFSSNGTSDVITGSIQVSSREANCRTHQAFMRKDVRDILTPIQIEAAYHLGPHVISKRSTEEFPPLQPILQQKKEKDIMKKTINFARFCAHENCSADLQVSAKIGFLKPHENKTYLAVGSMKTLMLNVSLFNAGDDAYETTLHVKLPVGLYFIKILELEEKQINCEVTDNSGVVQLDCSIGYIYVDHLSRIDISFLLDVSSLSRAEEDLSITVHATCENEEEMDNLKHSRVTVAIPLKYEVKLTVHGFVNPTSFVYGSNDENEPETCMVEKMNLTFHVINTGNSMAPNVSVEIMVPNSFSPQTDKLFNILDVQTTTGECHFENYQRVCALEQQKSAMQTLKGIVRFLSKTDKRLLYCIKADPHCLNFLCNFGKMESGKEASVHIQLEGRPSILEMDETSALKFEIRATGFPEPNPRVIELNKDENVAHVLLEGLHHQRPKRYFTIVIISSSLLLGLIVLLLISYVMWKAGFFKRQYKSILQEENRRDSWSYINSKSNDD
Active calls of the source: *; i = inactive; ? = inconclusive; . = not tested or not shown; [ ] = dose if it differs, or a comment.

SMILES | CIT2 TOR yeast | CR mimetic SO | GRK2 aptamer HTS | RPL19A-GFP yeast | LAP4-GFP MLPCN | AGP1-GFP MLPCN | MEP2-GFP yeast | VLA-4 inh
Cc1cc(NC(=O)CCC(=O)N(Cc2ccco2)C(C(=O)NC2CCCC2)c2ccccc2F)no1 (stereo unspecified) | 106 | 107 | 0 | 100 | 95 | 104 | 101 | -18
CC(=O)c1cccc(NC(=O)C2COc3ccccc3O2)c1 (stereo unspecified) | 103 | 93 | 0 | 106 | 99 | 101 | 113 | 14
O=C(Nc1cc(S(=O)(=O)N2CCOCC2)ccc1N1CCOCC1)c1ccccc1Cl | 104 | 110 | 0 | 97 | 99 | 99 | 102 | 2
CC(C)(C)C(=O)Cn1ncc(N2CCOCC2)c(Cl)c1=O | 107 | 99 | 0 | 106 | 97 | 97 | 108 | 15
CCOCCN1CCN(c2c(CC)c(C)nc3cc(-c4cc(OC)cc(OC)c4)nn23)CC1 | 101 | 106 | 0 | 99 | 95 | 98 | 88 | 34
CC(=O)N1CCN(CC(O)COc2ccc(S(=O)(=O)N3CCOCC3)cc2)CC1 (stereo unspecified) | 105 | 118 | 0 | 99 | 106 | 108 | 108 | 40
CN(Cc1ncc[nH]1)C(=O)c1cc(COc2c(F)cccc2F)on1 | 98 | 110 | 4 | 104 | 96 | 101 | 105 | 0
Cc1cc(NC(=O)c2ccccc2)n(-c2ccccc2)n1 | 105 | 109 | 0 | 102 | 96 | 101 | 101 | -3
Cn1c(=O)c2c(nc(NNC(=O)C(F)(F)F)n2C)n(C)c1=O | 113 | 100 | 4 | 99 | 114 | 113 | 102 | 7
O=C1CCN(S(=O)(=O)c2ccccc2)CCN1CCOCc1ccc(Cl)cc1 | 90 | 101 | 2 | 101 | 129 | 87 | 102 | 17
CN1C(=O)CSc2ccc(NC(=O)N3CCOCC3)cc21 | . | 93 | 1 | 97 | 96 | 103 | 97 | 4
Nc1nc(-c2ccc(-n3nncc3-c3ccco3)cc2)cs1 | 98 | 95 | 2 | 100 | 101 | 104 | 95 | 2
CCCCCC(=O)Nc1ccc(C(=O)N/N=C/c2ccc([N+](=O)[O-])cc2)cc1 | 99 | 99 | 0 | 109 | 75 | 88 | 110 | 5
O=C(CSc1nc2ncc(Cl)cc2[nH]1)Nc1cccc(F)c1 | 97 | 112 | 2 | 98 | 89 | 97 | 96 | 2
Cc1ccc(NC(=O)COC(=O)CNC(=O)c2ccc(C)s2)cc1 | 97 | 119 | 0 | 100 | 99 | 101 | 96 | 14
N#Cc1ccccc1OCC(=O)NC1CCCCC1 | 98 | 100 | 0 | 96 | 98 | 95 | 105 | 13
CC1CCN(C(=O)COC(=O)c2cccc(NS(=O)(=O)c3ccccc3)c2)CC1 | 102 | 111 | 3 | 99 | 107 | 115 | 105 | 0
Cc1ccc2c(c1)N(CC(=O)N1CCCCCC1)C(=O)c1cccnc1O2 | 100 | 93 | 5 | 100 | 105 | 104 | 109 | -11
CC1Sc2ccc(C(=O)Nc3ccccc3OC(F)F)cc2NC1=O (stereo unspecified) | 75 | 90 | 1 | 92 | 101 | 101 | 92 | 0
C=CCN(C(=O)Cc1cccs1)c1nc(-c2ccc(S(C)(=O)=O)cc2)cs1 | 106 | 102 | 0 | 103 | 103 | 96 | 112 | -1

2 entries picked at random from those above, as already listed:
SMILES | CIT2 TOR yeast | CR mimetic SO | GRK2 aptamer HTS | RPL19A-GFP yeast | LAP4-GFP MLPCN | AGP1-GFP MLPCN | MEP2-GFP yeast | VLA-4 inh
CCOCCN1CCN(c2c(CC)c(C)nc3cc(-c4cc(OC)cc(OC)c4)nn23)CC1 | 101 | 106 | 0 | 99 | 95 | 98 | 88 | 34
N#Cc1ccccc1OCC(=O)NC1CCCCC1 | 98 | 100 | 0 | 96 | 98 | 95 | 105 | 13

More results
SMILES | CIT2 TOR yeast | CR mimetic SO | GRK2 aptamer HTS | RPL19A-GFP yeast | LAP4-GFP MLPCN | AGP1-GFP MLPCN | MEP2-GFP yeast | VLA-4 inh
CN(CC1CCOCC1)C(=O)CC1C(=O)NCCN1Cc1ccc(Cl)c(F)c1 (stereo unspecified) | 105 | 94 | 2 | 100 | 112 | 106 | 104 | .
O=c1[nH]c(CN2CCc3ccccc3C2)nc2ccccc12 | 98 | 101 | 3 | 95 | 100 | 97 | 98 | -11
Cc1nn(-c2ccccc2)c(N)c1N=Nc1cccc(S(=O)(=O)N2CCOCC2)c1 | 84 | 93 | 0 | 95 | 107 | 98 | 99 | 0
Cc1ccc(S(=O)(=O)NCCc2nnc(SCc3cccnc3)n2C)cc1 | 104 | 100 | 0 | 102 | 98 | 107 | 102 | 0
CSc1ccc(CN(C)C(=O)COc2ccc(C(=O)c3ccccc3)cc2)cc1 | 100 | 105 | 3 | 95 | 112 | 99 | 98 | 21
CS(=O)(=O)Nc1ccccc1C(=O)O | 102 | 101 | 0 | 101 | 100 | 103 | 101 | 1
O=c1c2c3c(sc2n(CCN2CCOCC2)c(=O)n1Cc1ccco1)CCCCC3 | 107 | 103 | 0 | 109 | 110 | 107 | 113 | 4
CCCc1nnc(NC(=O)CCC(=O)NCc2ccc(Cl)cc2Cl)s1 | 95 | 98 | 1 | 92 | 100 | 101 | 95 | 10
O=C(c1ccc(Cl)c(S(=O)(=O)N2CCCCCC2)c1)N1CCN(c2ccccc2O)CC1 | 102 | 101 | 2 | 94 | 103 | 101 | 104 | 3
Cc1ccc(CS(=O)(=O)CCC(=O)NCCCN2CCCC2=O)cc1 | 105 | 113 | 0 | 99 | 101 | 95 | 107 | 0
C=C1C(=O)[C@@]23[C@H](O)C[C@@H]4C(C)(C)CC[C@H](O)[C@]4(C)[C@@H]2C[C@H](O)[C@@H]1[C@H]3O | 128 | 103 | 4 | 106 | 150 | 97 | 98 | 2
C/C=C/C(=O)OCC(=O)Nc1c(Cl)cccc1Cl | 98 | 92 | 0 | 103 | 112 | 107 | 112 | 8
CCN(CC)C(=O)CSc1nnc(CCNC(=O)OC(C)(C)C)o1 | . | 102 | 1 | 93 | 95 | 88 | 88 | 3
COc1cc2cnncc2cc1OC | 94 | 98 | 0 | 94 | 83 | 96 | 93 | -2
COc1ccccc1N1CCN(C(=O)c2n[nH]c3ccccc23)CC1 | 89 | 118 | 1 | 98 | ? | ? | 99 | -22
CCC/C(O)=C1\C(=O)CC(C)(C)CC1=Nc1cccc([N+](=O)[O-])c1 | 99 | 94 | 2 | 105 | 93 | 96 | 112 | 9
O=C1c2oc3ccccc3c(=O)c2C(c2ccc(O)cc2)N1c1nccs1 (stereo unspecified) | 89 | 90 | 1 | 88 | 107 | 94 | 90 | 2
C/C=N\NC(=O)COc1cc(C)ccc1C | 92 | 97 | 0 | 101 | 107 | 97 | 99 | 19
COc1cc(CCC(=O)OCC(=O)Nc2ccc(C)cc2Br)cc(OC)c1OC | 96 | 94 | 1 | 93 | 95 | 94 | 93 | -7
CCOc1ccc(-c2nnc(SCC(=O)N3CCCC3)o2)cc1 | 100 | 93 | 0 | 99 | 112 | 97 | 102 | 0
CCOc1ccccc1N1CCN(C(=O)c2cccc(-c3ccc(O)cc3)c2)CC1 | 90 | 98 | 1 | 95 | 89 | 95 | 92 | 2
C/C(=N\NC=O)c1ccncc1 | 79 | 108 | 2 | 98 | 113 | 100 | 106 | 1
COc1ccccc1-c1nnc(SCC(=O)NC2CCCCC2)o1 | 105 | 82 | 2 | 103 | 105 | 108 | 103 | -1
C/C(=N\NC(=O)c1ccc(Cl)c(Cl)c1)c1ccccn1 | 109 | 80 | 2 | 137 | 285* | 109 | 133 | 23
CC(=O)c1sc(N/N=C2\CC3CCC2(C)C3(C)C)nc1C (stereo unspecified) | 92 | 113 | 0 | 98 | 103 | 94 | 96 | 3
Cc1ccccc1C(=O)N1CCC(C(=O)Nc2nc3ccc(F)cc3s2)CC1 | 105 | 99 | 2 | 101 | 107 | 111 | 104 | 17
CCC(=O)Nc1ccc(OCC2CCCO2)cc1 (stereo unspecified) | 99 | 96 | 0 | 104 | 101 | 101 | 108 | 10
Cc1nc2cc(NC(=O)N3c4ccccc4CC3C)ccc2n1C (stereo unspecified) | 81 | 92 | 2 | 117 | 78 | 82 | 94 | 27
CCCc1nnc(SCCSc2nnc(CCC)n2N)n1N | 106 | 123 | 1 | 111 | 120 | 108 | 103 | -3
O=C(CSc1n[nH]c(=O)n1Cc1ccco1)c1ccc(F)cc1 | 103 | 108 | 3 | 97 | 107 | 107 | 100 | -7
CCN1C(=NCc2cccc(Cl)c2)N[C@@H](c2cccc(F)c2)C(C(=O)OC)=C1C | 63 | 103 | 0 | 92 | 106 | 75 | 92 | 27
CC(=O)N[C@H]1[C@H](OCc2ccccc2F)O[C@H](COC(C)=O)[C@@H](OC(C)=O)[C@@H]1OC(C)=O | 95 | 96 | 3 | 95 | 100 | 96 | 96 | -4
Cc1cc(C)c(Cn2c3ccccc3c3cnn(CC(=O)NCc4ccccn4)c(=O)c32)c(C)c1 | 101 | 90 | 0 | 97 | 94 | 97 | 100 | 1
COc1ccc(S(=O)(=O)N2CCOCC2)cc1NC(=O)CN1C(=O)NC2(CCCC2)C1=O | 97 | 105 | 1 | 96 | 101 | 96 | 107 | -24
O=C(NCCc1c[nH]c2ccccc12)C(=O)NCC1OCCCN1S(=O)(=O)c1cccs1 (stereo unspecified) | 104 | 94 | 0 | 103 | 106 | 110 | 109 | -1
CCN(CC)c1ccc2nc3c4ccccc4c(=O)cc-3oc2c1 | 94 | 107 | 0 | 105 | 106 | 102 | 110 | i
C=CCOc1ccc(Cl)cc1CNCCCN1CCOCC1 | 96 | 109 | 0 | 96 | 91 | 99 | 98 | 24
COc1ccc(OC)c(CN2CCN(CCc3ccccc3)C(CCO)C2)c1 (stereo unspecified) | . | 96 | 0 | 97 | 103 | 102 | 97 | 9
CC(C)(C)c1cc(C(=S)N2CCN(CCO)CC2)cc(C(C)(C)C)c1O | 105 | 79 | 1 | 98 | 94 | 108 | 102 | 6
CCC(C)Sc1nc(O)cc(=O)[nH]1 (stereo unspecified) | 109 | 89 | 3 | 104 | 110 | 104 | 106 | 0
COCCNC(=S)N/N=C1\CC(C)CC(C)(C)C1 (stereo unspecified) | 95 | 96 | 5 | 102 | 110 | 101 | 96 | 15
Cc1ccc2c(c1)N(C(=O)CCC(=O)NC1CCN(Cc3ccccc3)CC1)CC(C)O2 (stereo unspecified) | 108 | 105 | 0 | 104 | 103 | 106 | 102 | 3
O=C(NCc1ccccn1)c1ccc(OC2CCN(Cc3cccs3)CC2)cc1 | 95 | 86 | 0 | 95 | 97 | 99 | 96 | 10
CN1OC(COC(=O)c2ccccc2)CC1c1ccccc1 (stereo unspecified) | ? | 124 | 0 | 87[may fluoresce violet] | ? | ? | 92[may fluoresce violet] | 20
O=C(NOC(=O)c1ccccc1F)c1ccc(OC(F)F)cc1 | 92 | 92 | 0 | 109 | 100 | 78 | 97 | -4
O=c1[nH]c2ccccc2nc1/C=C/c1ccccc1 | 88 | 111 | 52* | 92 | 125 | 91 | 94 | -9
Cc1nc2ccc(NC(=O)c3cc(Cl)ccn3)cc2s1 | 94 | 97 | 0 | 101 | 122 | 92 | 106 | 0
CCCn1c(N)c(CC)c(=O)[nH]c1=O | 96 | 90 | 3 | 100 | 99 | 101 | 100 | 4
O=C(c1c(Cl)cccc1Cl)N1CCN(c2ccccn2)CC1 | 96 | 100 | 4 | 99 | 100 | 103 | 100 | 4

Four compounds already listed, ordered by their value in MEP2-GFP yeast, largest number first:
Molecule,MEP2-GFP yeast
Cc1nc2ccc(NC(=O)c3cc(Cl)ccn3)cc2s1,106
Cc1ccc2c(c1)N(C(=O)CCC(=O)NC1CCN(Cc3ccccc3)CC1)CC(C)O2 (stereo unspecified),102
CCCn1c(N)c(CC)c(=O)[nH]c1=O,100
O=c1[nH]c2ccccc2nc1/C=C/c1ccccc1,94
